SSB-PriA inh = K. pneumoniae PriA-SSBct interaction inhibition. inhibition, % at 33 µM. AlphaScreen SSBct-PriA binding, biotinylated peptide. 430,000 tested, 0.6% active. AID 1272365; in the data active means inhibition mostly above about 37%, no sharp cut-off; inactive means mostly below about 20%;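 further: plate controls were negative control peptide for no effect and reference peptide for full effect; strong numbers were not always called active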
Numbers without * were called inactive; & = joins results of further samples. An excerpt; rates above refer to the full screens.

compound | SSB-PriA inh
COc1ccc2sc(N(Cc3ccccn3)C(=O)C3CCCCN3S(=O)(=O)c3cccs3)nc2c1 (configuration not stated) | 6
O=C(NCC[C@H](O)c1ccccc1)c1ccc(F)cc1F | -10
Cc1nnc(C2CCN(C(=O)C3CC(=O)N(c4ccc(C)c(C)c4)C3)CC2)s1 (configuration not stated) | 5
CCN(CC)C(=O)Cn1cc(C(=O)C(=O)NCCSc2c[nH]c3ccccc23)c2ccccc21 | 4
COc1ccc(CC(=O)N(Cc2ccsc2)Cc2ccco2)cc1OC | -8
COc1cc(C=NN2C(=O)CSC2=S)cc(Br)c1O | 6
COc1cccc2cc(C(=O)N3CCOCC3CO)oc12 (configuration not stated) | -16
Cc1cc(C)cc(NC(=O)CN2CCC(C(=O)O)CC2)c1 | 13
O=C(O)c1cn[nH]c1-c1ccccc1 | -5
COc1ccccc1CNC(=O)CC(C)(C)CC1=NS(=O)(=O)c2ccccc2N1 | -10
COc1ccc(-c2c(NC(=O)C(C)C)oc3c(sc4ccccc43)c2=O)cc1 | -2
COC1(CNC(=O)c2c(F)cccc2Cl)CCSC1 (configuration not stated) | -12
CC(=O)c1cccc(NC(=O)Cn2cc(S(=O)(=O)Cc3ccccc3)c3ccccc32)c1 | 2
Cc1nc2ccc(NS(=O)(=O)c3ccc4ccccc4c3)cc2c(=O)n1-c1ccc(F)cc1 | 3
O=C(NCc1ccc(OC(F)(F)F)cc1)c1coc(NC(=O)c2cnccn2)n1 | -13
O=C(Cc1ccc(Cl)cc1)NCC(c1ccsc1)N1CCc2ccccc2C1 (configuration not stated) | 2
Cc1ccccc1NCC(=O)NN=Cc1ccc2c(c1)OCO2 | 3
Cc1nc2ccc(NC(=O)c3cccs3)cc2c(=O)n1-c1ccc(F)cc1 | -3
O=C(Nc1ccc(-c2ccc(N3CCCC3)nn2)cc1)Nc1ccccc1F | -6
O=C(Cn1c(=O)oc2ccccc21)N1CCC(c2cccs2)CC1 | -7
CCOC(=O)c1sc(NC(=O)C2CCCN(S(C)(=O)=O)C2)nc1-c1ccccc1 (configuration not stated) | -15
NS(=O)(=O)c1cc(S(N)(=O)=O)c2cccc3c2c1NC3=O | -8
CC(=O)N1N=C(c2ccc(F)cc2)CC1c1cccc(F)c1 (configuration not stated) | -7
CCOC(=O)c1ccc(NC(=O)CCc2csc(NC(=O)c3ccc(F)cc3)n2)cc1 | -22
O=C(Nc1ccccc1C(F)(F)F)c1cccn(Cc2ccc(Br)cc2)c1=O | -1
CCOC(=O)N1CCc2c(sc(N)c2-c2nc3ccccc3s2)C1 | 10
CC1C(=O)NCCN1C(=O)c1ccccc1Cl (configuration not stated) | -12
Cc1ccccc1S(=O)(=O)N=C(Nc1nc2ccccc2s1)c1ccccc1 | 3
CN1C(=O)C(C)(C)COc2ccc(NC(=O)OCc3ccccc3)cc21 | 20
COC(=O)Nc1ccc(S(=O)(=O)N2CCC(c3ccsc3)CC2)cc1 | -17

compound | SSB-PriA inh
O=C(Cn1nc(-c2cccs2)c2sc(N3CCCC3)nc2c1=O)NCc1ccco1 | -10
COCCNC(=O)c1nnn(-c2ccccc2)c1CSc1nc(C)cc(C)n1 | -4
CC(C)(C)C(=O)NCc1cnn2c1CCCC2 | -4
COc1ccc(N(C(=O)COc2ccc(Cl)cc2)C2C=CS(=O)(=O)C2)cc1 (configuration not stated) | 0
Cc1oc2cc(OC(=O)N3CCOCC3)ccc2c(=O)c1-c1ccc(Cl)cc1 | 5
COc1ccccc1-c1cnn2c(N3CCN(Cc4ccccc4)CC3)cc(C)nc12 | -6
Cn1nc(N2CCC(C(=O)NCc3cccs3)CC2)ccc1=O | -13
CCOC(=O)c1c(-c2cccs2)csc1NC(=O)CN1CCC(C)CC1 | -7
CNC(=O)C(=O)NCc1ccccc1Cl | -16&-7
O=C(/C=C/c1ccccc1)Nc1ccc2c(=O)c3ccccc3oc2c1 | -9
O=C(NCc1cc(-c2ccncc2)n(C2CCCC2)n1)c1cc(=O)c2ccccc2o1 | 12
CCCCCCn1c(CO)nc2ccccc21 | 0
COc1ccc(CNC(=O)NCC2(c3ccsc3)CCCC2)cc1 | 2
O=C(CSc1cccc2cccnc12)c1ccc([N+](=O)[O-])cc1 | 58*
Cn1cc(S(=O)(=O)N2CCCN(C(=O)c3ccc(C(F)(F)F)nc3)CC2)cn1 | -10
O=C(CCn1cnc2ccccc2c1=O)N1CC[C@H](S(=O)(=O)c2ccc(Cl)cc2)C1 | -8
Cc1ccc(NCCNC(=O)COc2ccccc2)nn1 | 0
O=C1CC(CNS(=O)(=O)c2ccccc2C(F)(F)F)CN1c1ccc(Cl)cc1 (configuration not stated) | -6
O=C(CCS(=O)(=O)c1ccc(F)cc1)Nc1onc2c1CCC2 | 1
CC(C)CNC(=O)C(=O)NCCCN1CCOC(c2ccccc2)C1 (configuration not stated) | -2
CCOC(=O)N1CCN(C(=O)c2nn(-c3ccc(F)cc3)c(=O)cc2OC)CC1 | -3
CC(=O)Nc1nc(C)c(Cc2ccccc2)s1 | 0
CNC(=O)N(O)C1N(N=Cc2ccc(N(C)C)cc2)C(=S)SC1(C)C (configuration not stated) | 5
Cc1sc2c(c1C)C(=O)C(=CNc1ccccn1)S(=O)(=O)N2C | -2
COC(=O)c1ccccc1NC(=O)Cc1coc2c(C)c(C)ccc12 | -20&-6
CCc1ccc(Nc2nc(Nc3cccc(C(F)(F)F)c3)nc(N3CCOCC3)n2)cc1 | -1
COc1ccc(S(=O)(=O)C2CCN(C(=O)c3ccno3)CC2)cc1 | -7
O=C(CSC1=NC2(CCCCC2)Nc2ccccc21)Nc1ccc(F)c(Cl)c1 | -4
O=C(Oc1ccccc1)N1CCC(CNS(=O)(=O)c2ccc(Br)s2)CC1 | -16
O=C(Nc1ncnc2c1CCC2)C1COc2ccccc2O1 (configuration not stated) | 0

No new results follow: entries from further up.
compound | SSB-PriA inh
O=C(CSC1=NC2(CCCCC2)Nc2ccccc21)Nc1ccc(F)c(Cl)c1 | -4
O=C(Oc1ccccc1)N1CCC(CNS(=O)(=O)c2ccc(Br)s2)CC1 | -16
O=C(Nc1ncnc2c1CCC2)C1COc2ccccc2O1 (configuration not stated) | 0

(cont.)
Compound,SSB-PriA inh
Cc1ccc(NC(=O)CSc2nccn3nc(-c4cccc5ccccc45)cc23)c(Cl)c1,-11&-3
CCc1ccc(-c2cc3c(SCC(=O)Nc4ccc(F)cc4F)nccn3n2)cc1,-12
Cc1ccc(C(=O)NC(Nc2ccc(S(=O)(=O)Nc3nc(C)cc(C)n3)cc2)C(Cl)(Cl)Cl)cc1 (configuration not stated),14
O=C(COc1ccc(Cl)cc1Cl)Nc1ccccc1Cc1nc(-c2ccco2)no1,-11
O=C(CCS(=O)(=O)c1ccccc1)N1CCc2ncncc2C1,-2
CCCOc1ccc(Br)cc1C=NNC(=O)c1cc(OC)c(OC)c(OC)c1,8
O=S(=O)(NCCn1ccn2nc(-c3ccco3)cc12)c1ccc(Cl)s1,-1
NS(=O)(=O)c1ccc(NC(=O)c2ccc(Cl)s2)cc1,-1
CC(=O)N1CCc2ccc(NC(=O)c3ccc4c(c3)OCO4)cc2C1,-2
Cc1ccc(S(=O)(=O)N(CC(=O)NN=Cc2cccc3c2OCCO3)c2ccccc2F)cc1,33
COCCN1CCC(CNC(=O)C(=O)Nc2ccc(OC(F)(F)F)cc2)CC1,-19
COc1ccc2cc(C(=O)NCCc3ccsc3)[nH]c2c1,-3
CN1CCCc2cc(CCNC(=O)Cc3cccs3)ccc21,42
CC(=NNc1ccc(Cl)c(C(=O)O)c1)c1cccc2ccccc12,-19
CC(C)(O)/C=C/C(=O)C(C)(O)C1[C@H](O)C[C@@]2(C)C3CC=C4C(C=C(O[C@@H]5O[C@H](CO)[C@@H](O)[C@H](O)[C@H]5O)C(=O)C4(C)C)[C@]3(C)C(=O)C[C@]12C (some centres not stated),-1

Ordered by number of heavy atoms (descending): some entries from above
Compound,SSB-PriA inh
Cc1ccc(NC(=O)CSc2nccn3nc(-c4cccc5ccccc45)cc23)c(Cl)c1,-11&-3
CCc1ccc(-c2cc3c(SCC(=O)Nc4ccc(F)cc4F)nccn3n2)cc1,-12
CN1CCCc2cc(CCNC(=O)Cc3cccs3)ccc21,42

Next results.
Compound,SSB-PriA inh
Cc1cc(C(=O)N2CCSC2c2ccc(Cl)c(Cl)c2)no1 (configuration not stated),-3
COc1ccc(-c2nn3c(COc4ccc(Cl)cc4)nnc3s2)cc1OC,2
O=C(Cc1ccc(F)cc1)NNC(=O)c1cccn(Cc2ccc(Cl)c(Cl)c2)c1=O,-9
Cc1ccc(S(=O)(=O)Nc2ccc3c(c2)N(C(=O)c2ccco2)CCC3)c(C)c1,19
COc1ccc(S(=O)(=O)C2CN(S(=O)(=O)c3ccc(C)c(C)c3)C2)cc1,19
COc1cc2c(cc1OC)CN(C(=O)CSc1nnc3scc(-c4ccc(Cl)cc4)n13)CC2,-2&20
COc1ccc(C=NNC(=O)CNC(=O)/C=C/c2ccccc2OC)cc1,-16
CCN(CC)c1ccc(NC(=O)c2nn(-c3ccc(F)cc3)cc2OC)c(C)c1,8
CCCCCOc1ccc(N2C(=O)/C(=C/c3ccc(Br)cc3)N=C2c2ccccc2F)cc1,0
Cc1ccc(NC(=O)C(CN(C)C)=NO)cc1,-2
Cc1ccc(S(=O)(=O)N2CCOC23CCN(C(=O)c2c(F)cccc2Cl)CC3)cc1,-1
O=C(NCCOc1ccc2c(c1)OCO2)c1ccccc1C(F)(F)F,5
COc1cc(OC)c(OC)cc1C=NNC(=O)C[n+]1ccccc1,-3
N#Cc1cnc2ccc(F)cc2c1Nc1ccc(Br)cc1,-19
O=C(/C=C/c1ccc2c(c1)OCO2)Nc1nnc(SCC(=O)NCc2ccc(F)cc2)s1,-4

Compound,SSB-PriA inh
O=C(Nc1nc(=S)ss1)c1ccccc1Cl,5
CCOc1ccc(C=NNC(=O)C(C)N(c2ccc(OC)cc2)S(C)(=O)=O)cc1OCC (configuration not stated),-3
COC(=O)c1ccc(NC(=O)C(=O)NCCc2sc(-c3ccccc3)nc2C)cc1,-9
N#Cc1nccnc1N1CCC(CNC(=O)C2CC(=O)N(c3ccccc3)C2)CC1 (configuration not stated),-8
COC(=O)c1nn(-c2ccccc2)c(Sc2ccc(Br)cc2)c1C=NO,8
COC(=O)c1ccc2nc(NC(=O)CN3C(=O)c4ccccc4C3=O)sc2c1,8
Cc1ccc2nc(NC(=O)CSc3nnc(-c4ccncc4)o3)sc2c1,-9&0
O=C(CSc1ccc(NC(=O)c2cccs2)nn1)Nc1ccc2c(c1)OCO2,-2
Cc1nc(N2CCNCC2)cc(N2CCN(C)CC2)n1,5
Cn1nc(CNC(=O)COc2cccc3c2OC(C)(C)C3)cc1-c1ccco1,1
CSc1cccc(-n2ccc(=O)c(-c3nc(-c4ccc5c(c4)OCO5)no3)n2)c1,-7
Cc1ccc(-n2ncc3c(=O)[nH]c(-n4nc(C)cc4NC(=O)Cc4ccccc4)nc32)cc1,-5
COc1ccc(CCNC(=O)NCCc2ccc3c(c2)CCCN3C)cc1,50*
Cc1nnsc1C(=O)Nc1c(C)nc(N2CCCC2)nc1C,-14
CCOC(=O)c1ccc(NC(=O)CC2SC(N)=NC2=O)cc1 (configuration not stated),-20

Compound,SSB-PriA inh
O=C(CSc1ccc(F)cc1)NC1CCN(c2ccc(C(F)(F)F)cn2)C1 (configuration not stated),-7
Cc1nsc(C(=O)N2CCC(Cc3ccccc3)CC2)n1,-24
Cc1ccc2nc(NC(=O)CCC(=O)O)sc2c1,-9
Cc1noc(C)c1C(=O)N[C@H]1CCN(c2nccs2)C1,6
O=C(NCCCc1ccccc1)NCC(O)(c1ccccc1)C(F)(F)F (configuration not stated),-4
COc1cn(CC(=O)NCc2ccc(F)cc2)c(CSc2ncccn2)cc1=O,-4
COc1ccc(CC(=O)NCCOc2ccc3nnc(-c4cccc(F)c4)n3n2)cc1,-3
Cc1csc(C(=O)NCc2ccc([C@@H](O)c3ccco3)s2)c1,0
CC(C)NC(=O)C(=O)NCCN1CCN(c2ccc(Cl)cc2)CC1,-3
CCC(=NNC(=O)c1ccccc1)c1ccc(OCCN2CCOCC2)cc1,-4
CCCCOc1ccc(NC(=O)N2CC(N3C(=O)CCC3=O)C2)cc1,-10
O=C(CSc1nc(N2CCCCC2)nc2ccccc12)Nc1ccc2c(c1)OCCO2,-8
CCOC(=O)/C(=C/c1ccc(-c2ccc([N+](=O)[O-])cc2)o1)C(C)=O,-2
Cc1cc(C(=O)N(CCCN(C)C)c2nc3c(C)ccc(Cl)c3s2)on1,4
CC(C)N1CCC(CNC(=O)c2cccc(F)c2)CC1,-7&-5

Compound,SSB-PriA inh
O=C(O)CCC(=NNC(=O)c1ccncc1)c1ccccc1,3
CCCC(O)=C1C(=O)CCCC1=NC(C)C(=O)O (configuration not stated),-19
O=C(NN=Cc1cccs1)c1ccccn1,2
N#CCC(=O)NN=Cc1cc(Br)ccc1OC/C=C/c1ccccc1,5
Cc1cc(NC(=O)CSc2ccc(NC(=O)c3ccco3)nn2)no1,-4
CCn1c(CNC(=O)c2cccs2)nnc1SCC(=O)NO,4
CCOc1cc(-c2nnc(NC(=O)c3ccc(OC(C)C)cc3)o2)cc(OCC)c1OCC,-8
COC1(CNC(=O)c2cc(C)oc2C)CCSC1 (configuration not stated),-13
Cn1cccc1C(CNC(=O)Cc1ccc(F)cc1)N1CCc2ccccc2C1 (configuration not stated),19
COc1ccc(C(CNC(=O)Cc2ccc(F)cc2)N2CCN(C)CC2)cc1 (configuration not stated),3

Looked up by structure from the list above (6):
Compound,SSB-PriA inh
O=C(Cn1c(=O)oc2ccccc21)N1CCC(c2cccs2)CC1,-7
O=C(/C=C/c1ccc2c(c1)OCO2)Nc1nnc(SCC(=O)NCc2ccc(F)cc2)s1,-4
Cc1nc2ccc(NC(=O)c3cccs3)cc2c(=O)n1-c1ccc(F)cc1,-3
O=C(Nc1nc(=S)ss1)c1ccccc1Cl,5
COc1ccccc1CNC(=O)CC(C)(C)CC1=NS(=O)(=O)c2ccccc2N1,-10
CC(=NNc1ccc(Cl)c(C(=O)O)c1)c1cccc2ccccc12,-19
